Myeloid diff 2: promotes myeloid progenitor differentiation. calls only at 10 µM. ER-HoxA9 myeloid progenitors, lysozyme-GFP differentiation, flow cytometry. hit rate 1% among 360,000;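 active = normalized GFP-positive differentiation at or above the plate's own cutoff, the solvent-only control mean plus 3 SD; inconclusive = no clear call, values can overlap the other calls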;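 note: cells exposed to compound for four days before flow analysis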
KOR beta-arrestin-1: kappa opioid receptor activators – cell-based, luminescence, uHTS, primary screen (AID 1777) | KOR beta-arrestin recruitment, luminescence; higher % means a stronger effect | activation, % at 10 µM; hits with a dose series show EC50 in µM | hit rate 0.02% among 280,000; in the data active = activation above about 50%, passing the limit was not always enough; note: a part of the inactive calls stands beside numbers as strong as those of hits
NOD1 inhibition: inhibition of NOD1-driven NF-kB reporter – cell-based, luminescence, uHTS, primary screen (AID 1578); hit rate 1% among 290,000; NOD1-driven NF-kB luciferase reporter cells, luminescence; higher % means a stronger effect; one-dose inhibition, % at 4 µM; EC50 in µM for titrated hits; in the data active = inhibition mostly above about 36%, no sharp cut-off; inactive = mostly below about 34%;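 note: HEK-293T reporter cells stimulated with the NOD1 agonist gamma-tri-DAP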
HEK293 NOD2/NF-kB: inhibition of NOD2-driven NF-kB reporter – cell-based, luminescence, uHTS, HEK293 (AID 1566); HEK293 NOD2/NF-kB luciferase reporter, luminescence; higher % means a stronger effect; one-dose inhibition, % at 4 µM; EC50 in µM for titrated hits; hit rate 0.63% among 290,000; note: many of its hits are not listed in these tables
GPR55 beta-arrestin: selective activators of receptor GPR55 – imaging, U2OS cells, beta-arrestin-GFP redistribution, primary screen (AID 1961). hit rate 0.048% among 290,000. activation, % at 10 µM, or EC50 in µM where a hit was titrated. U2OS GPR55 beta-arrestin-GFP redistribution imaging; higher % means a stronger effect;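 active = activation above 40% with more than 50 cells counted in the well; inconclusive = wells holding fewer than 50 cells, flagged as toxic or sparse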;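 note: U2OS osteosarcoma cells stably expressing GPR55 and beta-arrestin-GFP; plate controls were DMSO negative control for no effect and LPI positive control for full effect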
KOR beta-arrestin-2: kappa opioid receptor blockers – cell-based, luminescence, uHTS (AID 1778); KOR beta-arrestin recruitment, luminescence, antagonist mode; higher % means a stronger effect; inhibition, % at 10 µM, or IC50 in µM where a hit was titrated; hit rate 0.091% among 290,000; note: strong numbers were not always called active
GPR55 antagonists: GPR55 antagonists blocking LPI-driven arrestin recruitment, primary screen, imaging, U2OS, beta-arrestin-GFP, LPI agonist (AID 2013); U2OS GPR55 beta-arrestin-GFP translocation imaging, LPI antagonism; higher % means a stronger effect; inhibition, % at 10 µM, or IC50 in µM where a hit was titrated; hit rate 0.13% among 290,000;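 active = spots per cell inhibited over 60%, with over 100 cells counted and total cytoplasm intensity under 500,000; inconclusive = wells with under 100 cells, flagged as likely toxic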;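 note: U2OS cells stably carrying GPR55 and arrestin-GFP stimulated by 5 µM LPI near EC80; imaged beta-arrestin-GFP aggregate spots per cell after agonist stimulation; plate controls were LPI-stimulated DMSO wells for no effect and DMSO wells without LPI for full effect; some results filed as inactive read as strong as hits; confirmed hits need IC50 under 10 µM and bright autofluorescent wells are also inconclusive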
T cell HTS: T cell immune modulation candidate; 2C CD8+ T cell-vesicle binding, flow cytometry; hits give low values; hit rate 0.068% among 330,000; AID 2052; calls only at 7 µM;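 active = response, share of CD8 T cells binding vesicles, and their 90th percentile fluorescence all below set limits, cut at about 80% in these data, passing the limit was not always enough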
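incubation = binding step 1.5 h, 37 °C, antibody labelling 20 min, ice | test system = 2C mouse CD8+ T cells | read-out basis = percent CD8+ FL2 mean versus row control | controls = Peptide-free naked vesicles (low) and QL9 vesicles with 0.7% DMSO vehicle (high) | detection = flow cytometry of vesicle-bound cells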
NTR1 agonist: NTR1-driven beta-arrestin-GFP spot formation – imaging, U2OS cells, high content, primary screen (AID 493036) | agonist mode | hit rate 0.17% among 330,000 | activation, % at 20 µM | P30989;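 active = activation at or above 40% of the spot to cytoplasm intensity ratio, with at least 20 cells analyzed; inconclusive = wells under 20 cells, flagged as cytotoxic or low count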;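 note: 0% = DMSO without peptide and 100% = 100 nM NTR1 peptide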
Target sequence (P30989 whole entry, looked up): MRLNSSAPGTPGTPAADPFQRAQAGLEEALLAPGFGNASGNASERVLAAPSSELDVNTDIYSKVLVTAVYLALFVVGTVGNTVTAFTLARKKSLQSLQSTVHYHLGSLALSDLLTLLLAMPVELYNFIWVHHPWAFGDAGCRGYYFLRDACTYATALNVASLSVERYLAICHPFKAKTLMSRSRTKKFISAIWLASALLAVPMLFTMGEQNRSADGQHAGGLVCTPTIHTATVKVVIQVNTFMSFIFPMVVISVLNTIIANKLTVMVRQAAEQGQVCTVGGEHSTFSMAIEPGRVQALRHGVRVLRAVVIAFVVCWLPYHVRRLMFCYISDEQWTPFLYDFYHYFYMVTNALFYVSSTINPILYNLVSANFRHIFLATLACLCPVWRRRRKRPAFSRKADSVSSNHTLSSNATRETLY
T cell HTS vesicle-bound %: further read-out of T cell HTS, marked with its call; double positive events, %; measured here: CD8+ vesicle-bound cell fraction;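 binding gate set so that unloaded-vesicle control wells show 10% double positive cells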
NTR1 agonist cell count 20 µM: second read-out of NTR1 agonist, no call of its own (marks repeat the call); cell count; measured here: cell count, cytotoxicity flag
Myeloid diff 2 GFP+ MAC1+ %: second read-out of Myeloid diff 2, no call of its own (marks repeat the call); GFP+ MAC1+ double positive, %; measured here: differentiation confirmed by MAC1 staining
Active calls of the source: *; i = inactive; ? = inconclusive; . = no result given; [ ] = remark or other dose. Cut-off read from the data, not from the text of the source, unless noted: active = inhibition above about 50%; inactive = the rest.

nr | Compound | Myeloid diff 2 | Myeloid diff 2 GFP+ MAC1+ % | KOR beta-arrestin-1 | NOD1 inhibition | HEK293 NOD2/NF-kB | GPR55 beta-arrestin
1 | CNC(=O)CSc1nnc(-c2ccco2)n1-c1ccccc1 | i | 0.7 | -1.5% | -23% | 14% | -0.1%
2 | COc1cc(NC(=O)COC(=O)/C=C/c2ccc(O)c(OC)c2)cc(OC)c1 | i | 0.6 | -0.4% | -23% | 14% | 0.1%
3 | O=C1/C(=C\c2ccccc2)CCc2c1[nH]c1ccccc21 | . | . | 0.9% | -31% | -85% | -0.3%
4 | O=C(c1cccs1)N1N=C(c2ccccc2)CC1c1ccccc1O (configuration not stated) | i | 0.6 | -4.8% | -13% | -14% | 0.4%
5 | COc1ccccc1N1C(=O)CSC1=S | i | 0.7 | 5.0% | 13% | 5% | -0.1%
6 | CCOc1ccc(Nc2nc(-c3cccnc3)cs2)cc1 | i | 0.5 | -2.0% | -88% | -50% | 0.3%
7 | O=C(CCc1ccccc1)NNC(=O)COc1ccccc1 | i | 0.9 | -1.5% | -12% | 17% | -0.1%
8 | Cc1ccc(-c2nnc(SCC(=O)NC(=O)Nc3ccc(C)cc3C)n2N)cc1 | i | 0.8 | -1.9% | -45% | -2% | -0.2%
9 | COc1cc(OC)nc(-n2ncc(OC)c(Br)c2=O)n1 | i | 1.4 | -0.9% | -40% | -6% | -0.5%
10 | COc1cc(S(=O)(=O)N2CCCCC2)ccc1NC(=O)/C=C/c1ccccc1 | i | 9.9 | 2.9% | -30% | -16% | -0.1%
11 | Cc1nn(CC(=O)N2CCN(c3ccc(Cl)cc3)CC2)c(=O)c2cccn12 | i | 3.2 | -1.9% | 3% | 17% | 0.0%
12 | O=C(c1cc(N2C(=O)C3C4CCC(C4)C3C2=O)ccc1Cl)N1CCCCCC1 (configuration not stated) | i | 0.5 | -3.4% | -42% | 14% | -0.4%
13 | CCn1c(=O)cc(SCC(=O)NCCN2CCN(Cc3ccccc3)CC2)c2ccccc21 | i | 6.5 | -1.8% | -31% | 14% | 0.3%
14 | Cn1c(=O)c(NCCO)c2c3c(cccc31)C(=O)c1ccccc1-2 | i | 0.5 | -2.0% | 20% | 33% | -0.1%
15 | C[C@H](NC(=O)[C@@H]1Cc2ccccc2CN1C(=O)OC(C)(C)C)C(=O)NCc1ccco1 | ? | . | -4.6% | -1% | 19% | -0.1%

nr | KOR beta-arrestin-2 | GPR55 antagonists | T cell HTS | T cell HTS vesicle-bound % | NTR1 agonist | NTR1 agonist cell count 20 µM
1 | -6% | 1% | i | 59 | 1.7 | 67
2 | 20% | 6% | i | 26 | 0.6 | 45
3 | -52% | -16% | i | 24 | 2.9 | 63
4 | -15% | 14% | i | 22 | 22 | 52
5 | -12% | -5% | i | 50 | -0.2 | 49
6 | -27% | -12% | i | 59 | 0.9 | 65
7 | -6% | 14% | i | 11 | -1.4 | 60
8 | 2% | -1% | i | 39 | -0.1 | 56
9 | 0% | 9% | i | 52 | -0.1 | 82
10 | -41% | 10% | i | 8 | 0.8 | 59
11 | -21%[20 µM] | 16% | i | 9 | 0.9 | 59
12 | 2% | 9% | i | 47 | 3.8 | 65
13 | -24% | 6% | i | 39 | 1.5 | 77
14 | -16% | 23% | i | 47 | -3.7 | 57
15 | 5% | -2% | i | 4 | 0.4 | 64

Continuation.
nr | Compound | Myeloid diff 2 | Myeloid diff 2 GFP+ MAC1+ % | KOR beta-arrestin-1 | NOD1 inhibition | HEK293 NOD2/NF-kB | GPR55 beta-arrestin
16 | O=C(NCCC1=CCCCC1)C1CCN(C(=O)c2ccc(Cl)cc2)CC1 | i | 4.8 | 7.0% | 0% | 1% | -0.1%
17 | CC1CN(S(=O)(=O)c2cccc(C(=O)NN3CCN(C)CC3)c2)CC(C)O1 (configuration not stated) | i | 1.9 | -2.3% | -33% | 4% | 0.2%
18 | CN1C(C(=O)NCC2CC2)CC2Cn3c(nc4cc(Cl)c(Cl)cc43)C21 (configuration not stated) | i | 1.1 | 6.6% | 4% | -2% | 0.4%
19 | CC(C)=NNc1nc2c(c(=O)n(C)c(=O)n2C)n1C | i | 0.9 | -0.5% | 7% | 4% | -0.1%
20 | O=C(Cc1c(F)cccc1Cl)N1CCCC1 | i | 2.5 | -1.7% | -29% | -9% | 0.2%
21 | Cn1cccc1CC(=O)NNC(=S)Nc1ccc(F)cc1 | i | 0.1 | 0.3% | -23% | 8% | 0.5%
22 | Cc1ccccc1OCC(=O)Nc1nc2ccccc2[nH]1 | i | 0.8 | -1.2% | -30% | -25% | -0.2%
23 | Cc1ccc(C(=O)N/C(=C\c2cccs2)C(=O)NCCc2ccccn2)cc1C | i | 0.4 | -2.3% | -11% | 5% | -1.0%
24 | COc1ccccc1Cc1noc(COc2cccc(C)c2C)n1 | i | 2.5 | 1.2% | -10% | 2% | -0.1%
25 | COc1ccc(C)cc1NC(=O)C/C(C)=N/NC(=O)Cc1cccc2ccccc12 | ? | . | 5.4% | 57% | -3% | -0.2%
26 | CCCn1nc2cc(C(=O)NCc3ccc4c(c3)OCO4)ccc2c1OCC | i | 1.1 | 0.1% | 15% | 3% | -0.1%
27 | COC(=O)c1ccc(N2CCN(C(=O)C3CC3)CC2)c([N+](=O)[O-])c1 | i | 0.2 | -4.7% | -5% | 13% | 0.2%
28 | Fc1ccc(C2=Nn3c(Cc4ccccc4F)nnc3SC2)cc1 | i | 1.0 | 2.7% | -36% | 5% | -0.1%
29 | C=CCn1c(C)cc(C2=NNC(=NC(C)(C)C)SC2)c1C | i | 0.5 | -1.1% | 65% | 63%* | 0.0%
30 | CCCCc1nnc(NC(=O)C=C(C)C)s1 | i | 1.3 | -3.3% | -20% | 2% | 0.6%

nr | KOR beta-arrestin-2 | GPR55 antagonists | T cell HTS | T cell HTS vesicle-bound % | NTR1 agonist | NTR1 agonist cell count 20 µM
16 | 8% | 1% | i | 18 | 2.0 | 50
17 | -12% | 0% | i | 44 | 1.4 | 65
18 | 8% | -9% | i | 6 | -3.9 | 92
19 | 9% | 5% | i | 28 | 0.5 | 54
20 | 24% | 12% | i | 26 | -0.6 | 33
21 | . | 4% | i | 14 | -1.0 | 94
22 | -1% | 11% | i | 10 | -0.6 | 30
23 | 2% | 11% | i | 44 | 1.1 | 49
24 | -9% | 10% | i | 30 | 2.9 | 63
25 | -22% | -6% | i | 21 | -1.5 | 47
26 | 8% | -1% | i | 17 | -0.7 | 96
27 | 21% | 4% | i | 33 | -0.4 | 98
28 | -44% | 12% | i | 58 | -0.6 | 45
29 | 8% | 4% | i | 30 | 3.3 | 65
30 | 0% | -6% | i | 15 | -0.8 | 81

(continued)
nr | Compound | Myeloid diff 2 | Myeloid diff 2 GFP+ MAC1+ % | KOR beta-arrestin-1 | NOD1 inhibition | HEK293 NOD2/NF-kB | GPR55 beta-arrestin
31 | Cc1ccnc(SCc2cc(=O)c(OC(=O)c3ccc(Cl)c([N+](=O)[O-])c3)co2)n1 | i | 0.4 | 3.0% | 10% | 20% | 0.2%
32 | CCCN(CCC)CCCNC(=O)CS(=O)Cc1nc(-c2ccc(OC)c(OC)c2)oc1C (configuration not stated) | i | 1.1 | -0.4% | -6% | -11% | -0.1%
33 | COc1ccc2[nH]cc(CCNC(=O)Cc3ccc(Cl)cc3)c2c1 | i | 0.4 | 6.0% | -3% | 22% | 0.0%
34 | O=C(Nc1ccc(S(=O)(=O)N2CCOCC2)cc1)c1cccc([N+](=O)[O-])c1 | i | 0.1 | -7.2% | 11% | 6% | 0.4%
35 | CCNS(=O)(=O)c1ccc(NC(=O)Nc2ccccc2OC)cc1 | i | 0.2 | -0.6% | -39% | -22% | 0.9%
36 | O=C(O)C1CC=CCC1C(=O)Nc1ccccc1C(=O)N1CCN(c2ccc(F)cc2)CC1 (configuration not stated) | i | 0.9 | -0.4% | -17% | -1% | 0.1%
37 | CCc1ccc(N2CC(C(=O)Nc3ccc4c(c3)OCCO4)CC2=O)cc1 (configuration not stated) | i | 2.6 | -6.1% | -11% | 14% | -0.2%
38 | O=C(Nc1ccccc1)N1CCN(C(=O)Nc2ccccc2)CC1 | . | . | 0.5% | -56% | 2% | -0.4%
39 | Cc1ccc(OCC(=O)Nc2ccc(N3CCCC3)cc2)cc1C | i | 0.7 | 34% | -18% | -7% | -0.3%
40 | Cc1csc2c(NCCCN3CCOCC3)ncnc12 | i | 0.5 | -2.0% | -10% | -1% | 0.1%
41 | O=C(NCCCCc1ccccc1)C1CC(c2cccc(F)c2)=NO1 (configuration not stated) | i | 1.6 | 0.7% | -9% | 11% | -0.2%
42 | Cc1nc2cc(NCc3cccs3)ccc2n1C | i | 0.2 | -2.4% | -38% | -42% | -0.3%
43 | Cc1ccc(S(=O)(=O)n2nc(C)c(S(=O)(=O)N3CCCCC3)c2C)cc1 | i | 1.9 | 4.5% | -25% | 5% | -0.3%
44 | COc1ccccc1Oc1ccc2c(c1)C(=O)N(c1cccc(O)c1)C2=O | i | 0.8 | -3.9% | -26% | -46% | -0.1%
45 | COc1cc(OC)cc(C(=O)N[C@H](C(=O)Nc2ccc(S(=O)(=O)N(C)C)cc2)C(C)C)c1 | i | 0.4 | 0.3% | -12% | 13% | -0.2%

nr | KOR beta-arrestin-2 | GPR55 antagonists | T cell HTS | T cell HTS vesicle-bound % | NTR1 agonist | NTR1 agonist cell count 20 µM
31 | -20% | -15% | i | 39 | 0.2 | 83
32 | -22% | 8% | i | 20 | 1.3 | 80
33 | -4% | -11% | i | 17 | 6.2 | 80
34 | 1%[20 µM] | 15% | i | 46 | -1.5 | 51
35 | -7% | 4% | i | 48 | 4.1 | 44
36 | 11% | 3% | i | 43 | 1.4 | 62
37 | -7% | -4% | i | 17 | -0.8 | 43
38 | 31% | 4% | i | 56 | 0.0 | 33
39 | -43% | 0% | i | 37 | 1.0 | 45
40 | 2% | -18% | i | 56 | -1.5 | 48
41 | 16% | 13% | i | 29 | 33 | 86
42 | 4% | 2% | i | 38 | -1.4 | 50
43 | -37% | 9% | i | 9 | -0.4 | 57
44 | 6% | 12% | i | 28 | 5.7 | 48
45 | -26% | -3% | i | 27 | 1.0 | 87

Source: PubChem

A portion of the library; count on the stated rates, not on these rows.
